# Bioassay records deposited in PubChem by NCI.
# All columns: NCI-60 one-dose screen, growth in % after 48 h at 10 µM unless noted; 100 = growth as untreated, 0 = no growth, -100 = all killed.
# TK-10 – TK-10 renal cancer cells | hit rate 3.9% among 81,000 | AID 1794769
# A498 – A498 renal cancer cells | hit rate 5.4% among 76,000 | AID 1794774
# CAKI-1 – CAKI-1 renal cancer; hit rate 4.7% among 75,000; AID 1794772
# SN12C – SN12C renal cancer cells | hit rate 3.8% among 81,000
# ACHN – ACHN renal cancer; hit rate 4.9% among 81,000
# 786-0 – 786-0 renal cancer cells; hit rate 5.1% among 81,000; AID 1794775
# RXF 393 – RXF 393 renal cancer cells; hit rate 6.9% among 77,000; AID 1794773
# UO-31 – UO-31 renal cancer; AID 1794768; hit rate 5.2% among 81,000
# * hit, by the source's call; . = not tested or not shown; & = joins results of further samples; [ ] = dose if it differs, or a comment. Rule for the calls: active = growth percent below 10; inactive = the rest. Compounds were not picked by outcome; 10% or so of the library scored in one or more.
SMILES,TK-10,A498,CAKI-1,SN12C,ACHN,786-0,RXF 393,UO-31
CCOC(=O)C1=C(C)N=C2SC=C(c3ccccc3)N2[C@H]1c1cn[nH]c1-c1ccccc1,107,105,83,83,102,92,91,85
CC12C=CC(C)(C3C(=O)NC(=O)C31)C1C3C(=O)NC(=O)C3C12 (configuration not stated),132,111,85,101,115,102,108,95
COc1nc2ccccc2cc1-c1nc2c(cnn2-c2ccccc2)c(=O)[nH]1,72,19,42,66,58,62,67,40
Nc1nc2c(c3ncccc13)C(c1ccccc1)Cc1ncccc1-2 (configuration not stated),90,78,77,.,84,104,99,61
COc1cc(/C=C2/C(=O)N=C(NC(C)=O)N2C)ccc1OC(C)=O,99,120,96,103,100,99,111,96
CO[C@]1(CO)O[C@H](n2cc(C)c(=O)[nH]c2=O)C[C@@H]1O,85,93,95,95,113,98,108,94
O=C1NC(=O)[C@@H](CC(=O)n2c(-c3ccccc3)nc3ccccc32)N1,120,71,89,94,101,99,97,81
N=C(N)c1ccc(-c2ccc(-c3ccc(F)cc3)s2)s1,29,59,0.5*,-50*,-74*,-58*,-69*,-33*
O=S(=O)(OCCCl)c1ccc(Cl)c(Cl)c1,104,96,102,94,105,102,106,85
CC(=O)c1c(C)n(CCO)c2c1c(C)nc1ccccc12,105,107,97,94,100,102,122,85
O=C(/C=C/Nc1ccc(S(=O)(=O)Nc2ncccn2)cc1)c1ccc(N=Cc2c(O)[nH]c3ccccc23)cc1,112,99,94,98,106,96,113,92
Nc1ccc(-c2nc(N)c3[nH]cnc3n2)cc1,123,122,96,93,100,99,113,68
Cc1c(C(=O)Nc2cccc(S(=O)(=O)N3CCCC3)c2)nnn1-c1ccccc1,79,60,64,65,68,85,101,54
CC(=O)N1CCNc2nc(N)[nH]c(=O)c21,87,92,99,101,110,102,111,96
CCOC(=O)C(Cc1c[nH]c2ccc([N+](=O)[O-])cc12)C(=O)OCC,105,100,.,110,96,100,113,66
COc1ccc(Oc2ccc(C3CC(c4cc(OC)c(OC)c(OC)c4)=NN3C(C)=O)cc2)cc1 (configuration not stated),20,29,36,22,21,29,17,10
O=C(NN1C(=O)c2cc(C(=O)O)c(C(=O)O)cc2C1=O)c1ccncc1,88,112,98,94,102,107,127,112
Cc1ccc(-c2nc3cnccn3c2NC(C)(C)C)o1,108,100,88,105,111,98,100,82
CC1=NN(c2cccc(S(N)(=O)=O)c2)C(=O)C1,98,89,51,91,100,100,.,77
O=C(Nc1ccc(F)c(F)c1)c1cc(-c2ccc(F)cc2F)ccc1O,14,-53*,-19*,-2.0*,2.0*,9.5*,-28*,-12*
O=C(CC(=O)c1cccnc1)c1ccccc1,94,96,75,93,89,78,93,85
C/C(=N/O)c1ccc(NC(=O)Cn2nc(C(F)(F)F)nc2N)cc1,86,107,.,105,.,100,120,85
Cn1c(SCC(=O)N/N=C/c2ccc(F)cc2)nc2ccccc2c1=O,111,89,77,97,89,99,101,69
CC(C)CNC(=O)C(C)O (configuration not stated),108,95,92,114,110,.,112,102
CC/C(=C\c1ccc(Cl)cc1)c1nc2ccccc2c(=O)[nH]1,169,93,103,98,103,99,96,92
COc1cc(-c2nn(C(C)(C)C)cc2-c2ccnc(NCCCNS(=O)(=O)c3ccc(C)cc3)n2)ccc1F,106,100,54,88,83,82,60,55
Cc1ccc2[nH]c(=O)cc(N/N=C3\SCC(=O)N3c3ccccc3)c2c1,107,90,75,84,97,.,99,77
COc1ccc(N2CCN(c3nc(-c4ccccc4)c(C#N)c(=O)[nH]3)CC2)cc1,115,88,99,97,99,103,105,71
N#C/C(=C/c1ccc(Cl)cc1)C(=O)O,96,80,111,103,110,93,101,88
O=c1c2cc(Nc3nc(-c4ccc5c(c4)OCO5)cs3)ccc2nc2n1CCC2,98,.,103,100,99,100,106,98
O=C1N/C(=N/c2nc(-c3ccccc3Cl)cc(-c3ccc(Cl)cc3Cl)n2)S/C1=C/c1ccc(Cl)cc1,.,76,67,92,92,100,100,55
CCOC(=O)C1=C(c2c(O)[nH]c(C)c2C(=O)OCC)C(=O)N=C1C,115,104,91,104,98,100,94,85
CCC(NC(C)C)C(O)c1ccc(O)c(O)c1 (configuration not stated),136,95,110,81,88,104,86,83
COC(=O)c1cc(=O)[nH]c(N)n1,104,111,102,95,103,105,107,87
O=c1[nH]c(=O)n2c(c1-c1ccccc1)OC(CBr)C2 (configuration not stated),100,103,110,99,99,99,118,87
COc1cc2nc(-c3ccc(NC(=O)/C=C/c4ccc(F)c(F)c4)cc3)sc2c(OC)c1OC,112,86,101,104,111,80,104,71
COc1cc2oc(=O)ccc2cc1C(=O)CC(C)C,97,100,.,106,107,93,112,102
Fc1ccc(-c2ccc(F)cc2)cc1,91,97,108,98,118,101,105,102
COC(=O)C(=O)/C=C(\O)c1cc2cc(OC)ccc2o1,133,89,.,83,86,111,122,97
O=C1CCCCCN1C(=O)c1ccccc1,97,101,117,98,96,103,105,84
O=C(/C=C/c1cccc(Cl)c1)c1ccc(NC(=O)N2CCN(c3cc4c(cc3F)c(=O)c(C(=O)O)cn4C3CC3)CC2)cc1,99,.,97,99,108,96,98,83
COc1ccc(C(=O)Nc2cccc(C(F)(F)F)c2)cc1,100,86,102,98,107,96,.,93
N#Cc1nc(-c2ccccc2)oc1NCC(c1ccc(Cl)cc1)N1CCCCC1 (configuration not stated),97,100,.,91,89,88,87,72
O=C(CCc1ccco1)CCc1ccco1,98,83,99,103,102,109,106,93
O=C(CN1C(=O)CN(/N=C/c2ccc([N+](=O)[O-])o2)C1=O)c1ccccc1,123,.,102,97,95,102,103,72

# An excerpt from above in order of molecular weight, smallest number first:
SMILES,TK-10,A498,CAKI-1,SN12C,ACHN,786-0,RXF 393,UO-31
COC(=O)c1cc(=O)[nH]c(N)n1,104,111,102,95,103,105,107,87
Fc1ccc(-c2ccc(F)cc2)cc1,91,97,108,98,118,101,105,102
O=C1CCCCCN1C(=O)c1ccccc1,97,101,117,98,96,103,105,84
O=C(CCc1ccco1)CCc1ccco1,98,83,99,103,102,109,106,93
CCC(NC(C)C)C(O)c1ccc(O)c(O)c1 (configuration not stated),136,95,110,81,88,104,86,83
COc1cc2oc(=O)ccc2cc1C(=O)CC(C)C,97,100,.,106,107,93,112,102
COc1ccc(C(=O)Nc2cccc(C(F)(F)F)c2)cc1,100,86,102,98,107,96,.,93
CCOC(=O)C1=C(c2c(O)[nH]c(C)c2C(=O)OCC)C(=O)N=C1C,115,104,91,104,98,100,94,85
O=C(CN1C(=O)CN(/N=C/c2ccc([N+](=O)[O-])o2)C1=O)c1ccccc1,123,.,102,97,95,102,103,72
O=c1c2cc(Nc3nc(-c4ccc5c(c4)OCO5)cs3)ccc2nc2n1CCC2,98,.,103,100,99,100,106,98
N#Cc1nc(-c2ccccc2)oc1NCC(c1ccc(Cl)cc1)N1CCCCC1 (configuration not stated),97,100,.,91,89,88,87,72
O=C1N/C(=N/c2nc(-c3ccccc3Cl)cc(-c3ccc(Cl)cc3Cl)n2)S/C1=C/c1ccc(Cl)cc1,.,76,67,92,92,100,100,55
O=C(/C=C/c1cccc(Cl)c1)c1ccc(NC(=O)N2CCN(c3cc4c(cc3F)c(=O)c(C(=O)O)cn4C3CC3)CC2)cc1,99,.,97,99,108,96,98,83

# The results go on.
SMILES,TK-10,A498,CAKI-1,SN12C,ACHN,786-0,RXF 393,UO-31
Cc1c(C(=O)NCCC(=O)NO)sc2ncnc(Nc3ccc(NC(=O)Nc4cccc(C(F)(F)F)c4)cc3)c12,140,.,99,100,102,116,104,87
O=C(O)CCN1C(=O)/C(=C/C(Cl)=C/c2ccccc2)SC1=S,50,44,24,12,-65*,9.9*,-10*,36
N=c1c(C(N)=O)cnc2n1CCCCC2,122,103,102,103,104,126,121,96
Cc1cc2c(cc1Cl)C(=O)/C(=C/c1ccc(F)cc1)O2,125,149,75,82,97,90,96,-81*
COc1cc(NS(C)(=O)=O)ccc1Nc1c2ccccc2nc2c(C)cccc12,-35*,-28*,-10*,6.1*,-56*,-40*,8.1*,-18*
CCCCN(CCCC)Cc1cc(C)c(C)cc1C,102,122,94,96,107,102,110,73
O=C1NCCc2c1c1ccccc1[nH]c2=O,95,103,86,95,102,98,106,70
CN1CCC2(CC1)OC(c1ccccc1)C(c1ccccc1)O2 (configuration not stated),98,89,90,99,100,98,114,80
COc1ccccc1/C=N/NC(=O)O,108,110,.,94,100,99,112,76
O=C(CCCCCCNC(=O)C(O)(O)C(F)(F)F)Nc1nc2ccccc2s1,-3.7*,-22*,-18*,11,-23*,20,-47*,-9.9*
O=c1c2cc(F)cc(Cl)c2sc2c(Cl)nc3ccccc3c12,151,103,91,77,95,110,100,73
O=C(O)CCC(NC(=O)c1ccc([N+](=O)[O-])cc1)C(=O)O (configuration not stated),98&120,83,99,96&103,101&100,104&95,113&130,83&76
CCCCCCCOc1c(OC)cc(C2CC(=O)Nc3c2c(C)nn3-c2nc3ccccc3[nH]2)cc1OC (configuration not stated),11,-29*,-41*,9.3*,1.5*,4.7*,-40*,-70*
COc1ccc(-n2nc(C(=O)NCCC(=O)NO)nc2-c2ccccc2)cc1,101,94,87,88,97,97,100,83
C=C(C)[C@@H]1CC[C@]2(C(=O)NCCCCCCN(CCCN)CCCN)CC[C@]3(C)[C@H](CC[C@@H]4[C@@]5(C)CC[C@H](OCCCN)C(C)(C)[C@@H]5CC[C@]43C)[C@@H]12,119[100 µM],130[100 µM],94[100 µM],82[100 µM],76[100 µM],62[100 µM],70[100 µM],53[100 µM]
C[C@]12CCC(=O)C=C1CCC1C2[C@@H](O)C[C@@]2(C)C1CC[C@]2(O)C(=O)COC(=O)CCC(=O)O (some centres not stated),.,118,81,57,102,116,121,84
Clc1ccc(C2=CSC3=NCCN23)cc1,100&99,79&88,100&97,89&106,112&105,112&101,114&115,83&89
N#C/C(=C/c1ccco1)C(=O)O,83,102,104,104,100,92,109,82
COc1ccc2c(c1)-c1c(c3cc(OC)ccc3n(CCN(C)C)c1=O)C2=O,-2.3*,49,1.9*,25,8.3*,32,25,-25*
Cc1ccc(N=Nc2c(C)nn(-c3nc(-c4cc5ccccc5oc4=O)cs3)c2C)cc1,97,104,92,95,97,101,109,74
O=C1c2cccc3c(-c4ccc(-c5nc6c7ccccc7c7ccccc7c6[nH]5)cc4)ccc(c23)C(=O)N1c1ccc(F)cc1,81,113,87,95,91,96,.,81
O=C(CSc1nnnn1-c1ccccc1)c1cc2cc(Cl)cc(Cl)c2oc1=O,102,81,98,94,101,103,109,80
O=C1N=CC2(N=N2)C(=O)N1,106,126,82,95,102,109,118,79
C/C(=C(/c1ccc(Cl)cc1)c1ccc(OCCN)cc1)c1cccc(O)c1,103,96,76,96,98,94,104,89
CCCCCc1ccc(S(=O)(=O)Nc2cc(-c3csc(NC(=O)CN4CCN(CCO)CC4)n3)ccc2OC)cc1,104,63,71,75,66,-51*,.,54
Cn1ccc(Nc2nccc(Oc3ccc(C(=O)Nc4cccc(F)c4)c(Cl)c3)n2)c1,54,47,70,73,45,80,105,63
N#Cc1cccc(NC(=O)c2cc(-c3ccc(F)cc3F)ccc2O)c1,19&22,-33*,-17*,4.4*,5.8*,13&31,3.1*,-14*
C=C1C(=O)O[C@H]2[C@H]1CC/C(COC(=O)NCc1ccc(Cn3c(=O)sn(-c4ccc(C#N)cc4)c3=O)cc1)=C\CC[C@@]1(C)O[C@@H]21,49,120,58,50,80,66,53,76
C(=C\c1ccccn1)/c1ccncc1,124,84,.,96,107,102,100,102
COc1ccc(/C=N\NC(=S)N/N=C/c2ccc(OC)c(OC)c2)cc1OC,111,.,87,113,99,119,110,105
O=C(Nc1ccc(Cl)c(C(F)(F)F)c1)c1ccc(Nc2ccc(Cl)nn2)cc1,68,52,.,79,52,51,48,0.3*
Cn1ccnc1C(=O)/C=C/c1ccc(C(=O)Nc2c(F)c(F)c(F)c(F)c2F)cc1,20,77,8.2*,6.5*,-43*,-35*,-52*,-82*
COc1nc2ccc(C)cc2cc1-c1nc2c(cnn2-c2ccc(Br)cc2)c(=O)[nH]1,77,7.1*,48,48,38,42,16,46
COc1ccc(Cn2c(-c3nonc3NC(C)=O)nc3ccccc32)cc1,91,82,72,85,84,94,87,55
CC(C)(O)S(=O)(=O)O,120,107,105,102,109,101,95,93
C=C1C(=O)O[C@H]2[C@H]1CC/C(COC(=O)/C=C/C(=O)NCc1ccc(Cn3c(=O)sn(-c4ccccc4)c3=O)cc1)=C\CC[C@@]1(C)O[C@@H]21,-39*,97,35,-44*,-47*,-19*,-87*,18
CCOC(=O)NCCO,87,111,97,103,100,102,106,94
CNC(=O)c1cc(N2CCc3c2ccc(NC(=O)c2cccc(C(F)(F)F)c2)c3F)ccn1,96,109,87,94,93,96,112,69
COc1cc2c(cc1OC)[C@H](c1ccc3c(c1)OCO3)[C@@H](C)C(C)=C2,.,92,96,99,107,101,100,73
O=C(COc1ccccc1Cl)Nc1nc(-c2cccs2)cs1,127,97,346,100,105,89,102,88
CCN1C(=O)N(CC)C2Nn3c(s/c(=C\c4ccccc4Br)c3=O)=NC21 (configuration not stated),81,-0.8*,22,35,31,25,28,55
COc1ccccc1/C=N\NC(=O)N/N=C/c1ccccc1OC,102,84,108&99,117&107,116&106,113&98,97&102,85&106
C/C(=N\Nc1ccc(S(N)(=O)=O)cc1)c1cnn(-c2cc(=O)[nH]c3ccc(Cl)cc23)c1C,150,106,79,73,86,86,103,62
NS(=O)(=O)c1ccc(CCNC(=O)CSc2nc(-c3ccccc3)cc(=O)[nH]2)cc1,102,104,107,104,100,99,118,106
O=C(NCc1ccc(Cl)cc1Cl)C1CC(=O)N(C(=O)Nc2ccc(Cl)nc2)C1 (configuration not stated),110,100,104,98,104,88,105,80
